D2 PAM: positively modulates the human D2 dopamine receptor allosterically. P14416. HEK293 T-REx D2, calcium flux, EC20 dopamine potentiation. 340,000 compounds, 0.34% hits. potentiation, % at 10 µM. AID 485347;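 active = potentiation over 3 SD above the plate norm, cut at about 30% in these data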; note: 0% is about no effect
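Potentiation of an EC20 dopamine calcium response measured kinetically over 180 s, after a preceding 180 s compound-only read flagging agonists. Cells: inducible Hek293 Trex D2 line, 4000/well, cultured overnight at 30 C before dye loading.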
TRHR PAM: TRH receptor (human) allosteric enhancement | P34981 | TRHR cells, fluo-8 calcium fluorescence, EC20 TRH enhancement | enhancement, % at 2 µM | 360,000 compounds, 0.66% hits; in the data active = enhancement above about 30%; note: 0% is about no effect
Target sequence (P34981 whole entry, looked up): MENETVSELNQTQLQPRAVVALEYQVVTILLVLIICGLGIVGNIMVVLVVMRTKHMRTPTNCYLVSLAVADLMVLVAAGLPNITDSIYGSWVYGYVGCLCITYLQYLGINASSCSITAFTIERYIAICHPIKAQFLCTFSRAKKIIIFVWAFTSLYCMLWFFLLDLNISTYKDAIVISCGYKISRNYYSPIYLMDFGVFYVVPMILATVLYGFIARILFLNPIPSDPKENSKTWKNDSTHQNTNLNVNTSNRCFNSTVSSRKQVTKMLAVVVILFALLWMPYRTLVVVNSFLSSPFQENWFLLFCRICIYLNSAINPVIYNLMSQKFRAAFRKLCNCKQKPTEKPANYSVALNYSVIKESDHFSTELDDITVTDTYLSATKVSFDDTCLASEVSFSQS
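Enhancer read-out: after compound pinning and an initial kinetic agonist-mode read, an EC20 of TRH (10 nM final) was injected and fluo-8 calcium signal (Ex 480/Em 530) followed at 1 s/cycle for 100 cycles in TRHR-expressing cells.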
RXFP1 antag: antagonists of human relaxin receptor RXFP1; HEK293-RXFP1, relaxin-stimulated cAMP HTRF, 30 min; active compounds read low; activity change, negative = inhibition, % at 57.5 µM; 350,000 compounds, 0.59% hits; AID 1259400;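 active = activity change of -60% or lower, but not beyond a set lower limit; inconclusive = change between -60% and -40%, or beyond the set limit; inactive = change above -40%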; note: % is set by controls: 0 for no effect and ±100 for the full control effect
D1 potentiator: human D1 dopamine receptor positive modulation. HEK293 TREx D1 cells, calcium flux, dopamine EC20 potentiation. potentiation, % at 10 µM. 360,000 compounds, 0.036% hits; in the data active = potentiation above about 30%; note: 0% is about no effect
Target sequence (P21728 whole entry, looked up): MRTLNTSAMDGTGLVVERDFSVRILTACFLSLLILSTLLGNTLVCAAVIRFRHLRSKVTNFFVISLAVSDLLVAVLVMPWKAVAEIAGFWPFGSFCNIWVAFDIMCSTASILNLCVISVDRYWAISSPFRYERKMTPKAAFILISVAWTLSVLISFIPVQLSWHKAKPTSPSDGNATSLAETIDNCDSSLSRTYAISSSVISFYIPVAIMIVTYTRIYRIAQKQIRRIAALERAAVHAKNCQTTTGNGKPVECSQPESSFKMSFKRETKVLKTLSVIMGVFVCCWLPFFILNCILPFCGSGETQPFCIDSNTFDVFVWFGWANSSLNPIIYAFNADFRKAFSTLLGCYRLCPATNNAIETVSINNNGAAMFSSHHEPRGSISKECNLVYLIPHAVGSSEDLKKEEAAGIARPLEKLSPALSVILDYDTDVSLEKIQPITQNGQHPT
D1 antagonist: blocks dopamine activation of the human D1 receptor; HEK293 TREx D1 cells, calcium flux, dopamine EC80; active compounds read low; activity change, negative = inhibition, % at 10 µM; 360,000 compounds, 3.2% hits; AID 504652; in the data active = activity change below about -30%; note: % is set by controls: 0 for no effect and ±100 for the full control effect
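Using tetracycline-induced force-coupled D1 Hek293 cells and a calcium dye, signals were followed for 180 s after compound, then for 180 s after EC80 dopamine, to detect inhibitors.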
Anesthetic bind: candidate novel general anesthetic via apoferritin binding | P02791 | apoferritin/1-aminoanthracene competitive binding, fluorescence | Potency, µM (titrated, usually from 77.5 µM), without a hit: top-dose activity change, negative = displacement, actives largely listed as inhibitors | 350,000 compounds, 0.074% hits; note: potency is the fitted concentration of half-maximal effect; % is set by controls: 0 for no effect and ±100 for the full control effect; nearly all actives have a fitted effect of over 20% in size
Target sequence (P02791 2-175 limits assumed): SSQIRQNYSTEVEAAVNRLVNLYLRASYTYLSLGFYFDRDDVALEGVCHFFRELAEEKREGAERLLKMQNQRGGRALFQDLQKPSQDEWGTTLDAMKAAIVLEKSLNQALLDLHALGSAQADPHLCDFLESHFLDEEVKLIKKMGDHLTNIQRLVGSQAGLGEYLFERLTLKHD
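Steps: apoferritin (10 uM) was premixed with half-saturated 1-AMA in PBS, compounds were pin-transferred, plates stood 10 min at room temperature, fluorescence was read at 380/535 nm, and curves were fitted with a Hill equation.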
TRHR ag: agonists of human TRH receptor. 360,000 compounds, 0.18% hits. activation, % at 2 µM. P34981. TRHR cells, calcium flux fluo-8, FDSS agonist mode; in the data active = activation above about 30%; note: 0% is about no effect
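TRHR-expressing cells loaded with fluo-8 calcium dye; 23 nL library compound pin-transferred, kinetic FDSS fluorescence (Ex 480/Em 530) recorded about 180 s for agonist-induced calcium release, before a 10 nM TRH EC20 addition for potentiator mode.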
RXFP1 ag: agonists of human relaxin receptor RXFP1 | AID 2676 | HEK293T-RXFP1 cAMP TR-FRET, 30 min; response scale: percent of porcine relaxin response, buffer zero | 370,000 compounds, 0.3% hits | Potency, µM (titrated, usually from 57.5 µM), for inactives: top-dose activation, hits mostly activators; note: potency is the fitted concentration of half-maximal effect; % is set by controls: 0 for no effect and ±100 for the full control effect; nearly all actives have a fitted effect of over 60% in size; many of its hits are not listed in these tables
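Agonist response is measured as cAMP accumulation in an RXFP1-transfected HEK293T line under PDE4 inhibition. Values are scaled between buffer-only and 29 nM porcine relaxin, and EC50s come from standard Hill equation fits.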
D1 agonist: agonists of human D1 dopamine receptor; P21728; 360,000 compounds, 1% hits; HEK293 T-REx D1 cells, calcium flux, agonist mode; AID 504660; activation, % at 2 µM; in the data active = activation above about 30%; note: 0% is about no effect
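Tetracycline-induced HEK293 TREx D1 cells, force-coupled to calcium signalling, were dye-loaded with a no-wash calcium kit. Compound was pin-added after a 10 s baseline. Fluorescence was read kinetically at 1 cycle/s for 180 s, with calcium rises flagged as agonism.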
* marks the source's active call; other numbers are inactive results; ? = inconclusive; / = not tested or not shown; [ ] = dose if it differs, or a comment. Unless noted, calls come from the whole dose curve; as a rule, active = well fitted curve in the direction sought with a large enough effect; inconclusive = small, poorly fitted or top-dose-only effect, or another doubt; inactive = no such curve, though single readings can be large; an effect the other way counts as inactive or inconclusive.

Start of the data: the first 3 entries, ahead of the listing:
SMILES	D2 PAM	TRHR PAM	RXFP1 antag	D1 potentiator	D1 antagonist	Anesthetic bind	TRHR ag	RXFP1 ag	D1 agonist
CCOC(=O)C1=C(CSc2nncn2C)NC(=O)NC1c1cc(OCC)ccc1OCC (configuration not stated)	-16	12	-2	-1	-12	-21%	-0.3	0.5%	3
CCn1cc(SCC(=O)NC2CCCC2)c2ccccc21	-3	-2	-13	0	-7	-9%	-1.4	-0.4%	-1
O=C(O)c1ccccc1-n1cccc1C(=O)O	-3	-1	-15	0	2	33%[activator]	0.4	0.1%	2

Main list, from the start:
SMILES	D2 PAM	TRHR PAM	RXFP1 antag	D1 potentiator	D1 antagonist	Anesthetic bind	TRHR ag	RXFP1 ag	D1 agonist
CCOC(=O)C1=C(CSc2nncn2C)NC(=O)NC1c1cc(OCC)ccc1OCC (configuration not stated)	-16	12	-2	-1	-12	-21%	-0.3	0.5%	3
CCn1cc(SCC(=O)NC2CCCC2)c2ccccc21	-3	-2	-13	0	-7	-9%	-1.4	-0.4%	-1
O=C(O)c1ccccc1-n1cccc1C(=O)O	-3	-1	-15	0	2	33%[activator]	0.4	0.1%	2
COC(=O)CSc1nc(C)cc(N2CCOCC2)n1	1	1	4	3	5	-6%	-0.1	3.2%	3
Cc1cccc(NC(=O)CCN2CCN(C/C=C/c3ccccc3)CC2)c1	-20	2	-8	-2	-10	-9%	-0.5	2.4%	10
Clc1ccc(-c2nnc3n2CCCC3)cc1Cl	-8	-9	9	-9	-15	-12%	0.6	3.9%	-1
Cc1cc(-c2ccccc2)c2c(=O)n(-c3ccccc3)[nH]c2n1	-12	-6	1	-5	-1	?	-0.9	-0.1%	1
COC(=O)c1cc(C(=O)Nc2cccc(C)n2)cc([N+](=O)[O-])c1	4	14	-2	-1	5	-8%	-0.9	1.3%	0
COc1ccc(OC)c(-c2nc3c(C)n[nH]c(=O)c3[nH]2)c1	/	1	-3	-1	-10	1%	0.3	2.3%	-1
CC(C)(C)NC(=O)CN(C(=O)Cn1nnc(-c2ccccc2F)n1)c1cccc2c1CCCC2	-13	0	-8	1	-2	-20%	0.1	2.2%	4
CC(=O)Nc1ccc(S(=O)(=O)N2CCN(Cc3csc(C)n3)CC2)cc1	9	-5	1	0	-1	-3%	1.0	-0.1%	0
CCN(CC(=O)Nc1c(F)cccc1F)C(=O)CNC(=O)c1cccs1	6	1	-16	2	2	/	-0.2	0.0%	0
CCOC(=O)C1CCN(C(=O)COc2ccc(N(C)S(=O)(=O)c3ccc(C)cc3)cc2)CC1	-2	-8	4	1	-7	-22%	1.0	0.5%	5
CCN(CC)CCCNc1nc(C)cc(COC)c1C#N	-24	-15	7	-6	-3	-2%	4.4	4.1%	3
O=C(O)c1ccc(CSc2nnc(-c3ccccc3Br)o2)cc1	16	1	2	3	9	-8%	-0.3	2.4%	5
O=C(NCCCO)c1cc([N+](=O)[O-])cc2c1C=Cc1ccccc1O2	0	1	-6	-5	25	-16%	0.3	-1.6%	-1
COc1ccc(Cl)cc1NC(=O)CSc1nc2ccsc2c(=O)n1CC1CCC(C(=O)O)CC1 (configuration not stated)	11	6	6	1	6	-2%	0.3	-1.3%	6
NC1=NS(=O)(=O)NC1c1ccc(F)cc1 (configuration not stated)	-4	0	5	3	3	2%	0.0	-1.5%	3
CSC1=N/C(=C\c2ccc(C)o2)C(=O)S1	9	8	4	-7	0	?	0.1	1.7%	3
COc1ccccc1-c1nc2cc(Cl)ccc2c(=O)n1O	-5	-2	1	-1	11	4%	-0.5	3.3%	4
CCc1ccc(C(=O)c2cn(Cc3ccc(F)cc3)c3cc(OC)c(OC)cc3c2=O)cc1	-1	8	0	0	12	?	-0.2	0.0%	0
c1ccc(Oc2nc(Oc3ccccc3)nc(N3CCOCC3)n2)cc1	29	3	-2	2	6	-14%	0.2	0.1%	3
CCOc1ccc(C(=O)NNC(=O)c2cc(S(=O)(=O)N3CCOCC3)ccc2Cl)cc1	13	9	-4	-2	-3	/	0.4	0.1%	2
CCN1CCN(c2oc(-c3ccc(COc4ccccc4C)o3)nc2C#N)CC1	10	2	-1	2	-3	62%[activator]	-2.1	-2.3%	-3
COC(=O)CC1COc2ccccc2N1C(=O)c1cc(OC)c(OC)c(OC)c1 (configuration not stated)	0	6	11	-7	-10	-1%	-0.3	3.2%	2

Next results
SMILES	D2 PAM	TRHR PAM	RXFP1 antag	D1 potentiator	D1 antagonist	Anesthetic bind	TRHR ag	RXFP1 ag	D1 agonist
CCCn1c(N)c(C(=O)COC(=O)CNC(=O)c2ccc(C)c(C)c2)c(=O)n(C)c1=O	18	-1	0	-8	17	/	0.1	-0.6%	0
O=C(O)c1ccc(CNC(=O)c2ccc(S(=O)(=O)N3CCCCC3)cc2)cc1	2	-1	-2	-5	3	/	0.2	0.4%	3
O=C(/C=C/c1ccc(-c2ccccc2[N+](=O)[O-])o1)c1ccccc1	-2	-2	-9	-10	-7	?	-0.3	0.9%	4
Cn1c(CNC(=O)c2ccco2)nnc1SCC(=O)Nc1c(F)cc(F)cc1Br	2	2	-8	2	-2	-12%	0.4	0.8%	0
CCOC(=O)C1=C(CNCc2ccccc2Cl)NC(=O)NC1c1cccc([N+](=O)[O-])c1 (configuration not stated)	3	7	0	3	12	-17%	-1.0	4.1%	1
Cc1ccc(S(=O)(=O)c2nnn3c2nc(NC(C)c2ccccc2)c2sccc23)cc1 (configuration not stated)	-6	7	-10	-1	-17	28%	-0.5	?	9
COc1ccc(S(=O)(=O)NCc2ccccn2)cc1OC	-3	-2	5	-7	-5	-4%	0.1	-1.6%	5
Cc1cc(C)n(-c2cc(C)c(C)cc2Br)n1	-14	-4	-11	-6	-29	-21%	2.6	2.6%	7
O=C(NCCCc1nc2ccccc2n1Cc1cccc(Cl)c1)c1ccco1	-10	-7	-21	-1	17	-7%	1.1	0.6%	2
COc1ccc(C(=O)Nc2ccc(CN3CCCCC3)cc2)cc1	-1	5	-2	-2	19	-10%	0.5	1.1%	1
Cc1ccc(S(=O)(=O)NCC(=O)N2CCN(c3ccccn3)CC2)cc1	-7	-2	-4	3	-10	-1%	-1.0	0.0%	1
Cc1cccc(C)c1NC(=O)COC(=O)CSc1nnc(N)s1	-13	3	13	9	5	6%	1.0	0.3%	2
O=C(Nc1nc2ccccc2[nH]1)C1CCC1	7	2	0	2	5	0%	-0.5	1.2%	-3
Cc1ccc(-n2ncc(C(=O)NC3CC3)c2C2CCN(C(=O)OC(C)(C)C)CC2)c(C)c1	-9	-4	-24	-1	-8	?	0.6	0.2%	9
CCOC(=O)c1ccc(S(=O)(=O)N2CCN(C3CCCC3)CC2)cc1	4	2	-8	-1	57	-1%	0.1	-0.6%	2
CCCCOc1nc2c(c(=O)n(C)c(=O)n2C)n1C	-8	-11	-5	-5	-7	6%	-0.9	13%	1
COc1ccnc2c1c(=O)n(Cc1cccc(Cl)c1)c(=O)n2C	3	-4	-6	4	23	?	-0.2	3.0%	1
O=C(NCCc1c[nH]c2ccccc12)C1CCN(c2nnc(N3CCCC3=O)s2)CC1	/	-1	-21	-3	-1	-7%	-0.1	0.2%	3
Cc1cccc(C)c1NC(=O)CN(C)C(C)C(=O)NCC(=O)Nc1ccc(F)c(F)c1F (configuration not stated)	13	-6	0	3	12	/	-0.2	0.8%	-1
COc1ccccc1CNC(=O)c1oc2ccc3c(c2c1C)C(=O)CC(C)(C)O3	/	2	6	0	5	-16%	0.0	0.4%	1
FC(F)(F)c1cccc(N2CCN(c3ncnc4c3nc3n4CCCC3)CC2)c1	1	1	-1	0	-25	1%	0.1	0.8%	9
CC(=O)c1cccc(NC(=S)NC(=O)c2ccc(Br)cc2)c1	-2	-7	/	-2	10	-10%	-0.1	1.6%	0
CC(C)(C)C(=O)Nc1cccc(OC(F)(F)C(F)Cl)c1 (configuration not stated)	-6	-10	-6	-1	-22	-15%	-0.7	-0.6%	1
Cc1ccc(NC(=O)c2cc(S(=O)(=O)N(C)C3CCCCC3)ccc2F)cc1C	9	-5	-4	-2	11	-6%	0.0	5.7%	0
CCOCCCNC(=S)N(CCCN(C)C)Cc1cc2cc3c(cc2[nH]c1=O)OCCO3	-6	9	7	0	-15	6%	-0.1	1.9%	3

Additional results:
SMILES	D2 PAM	TRHR PAM	RXFP1 antag	D1 potentiator	D1 antagonist	Anesthetic bind	TRHR ag	RXFP1 ag	D1 agonist
COc1ccccc1CC(=O)NCc1ccc2c(c1)OCO2	4	6	4	-5	12	-10%	-0.3	0.1%	3
COc1ccc(S(=O)(=O)Oc2cc(C(=S)N3CCOCC3)ccc2OC)cc1	9	8	8	-6	-3	-14%	0.0	0.5%	1
CCOc1cc(C2c3c(n[nH]c3C)C(=O)N2c2ccc(C)cc2)ccc1O (configuration not stated)	7	-4	4	-4	-78*	-14%	0.1	0.4%	1
COc1cccc(CNC(=O)C2CCN(c3nnc(-n4c(C)ccc4C)s3)CC2)c1	2	5	-2	0	-3	-7%	0.3	1.4%	-1
COc1cc(C(=O)Nc2ccccc2N2CCCCC2)cc(OC)c1OC	-9	-3	-11	5	11	-3%	-1.2	1.9%	4
O=C(CC12CC3CC(CC(C3)C1)C2)N/N=C/c1ccc([N+](=O)[O-])o1	8	-8	6	-13	-21	-7%	1.1	2.5%	0
COc1ccc([C@@H]2[C@@H]3C(=O)N(C(C)(C)C)C(=O)[C@@H]3[C@]3(Cc4ccccc4)C(=O)N(c4ccc(OC)cc4)C(=O)N23)cc1	-1	-4	/	-5	-8	/	-0.2	-0.3%	4
COc1ccc(C(=O)Nc2ccc(Cl)cc2C(=O)N2CCCC(C)C2)cc1 (configuration not stated)	3	2	-15	-3	1	?	-0.3	2.7%	1
CCc1ccccc1NC(=O)c1ccc2c(c1)c(C)c(C)n2Cc1ccccc1	-2	-6	-23	-3	-4	-4%	0.0	-0.3%	3
Cc1ccc(C)c(N2C(=O)CC(Cc3ccc(Cl)cc3)C2=O)c1 (configuration not stated)	-6	4	-2	0	-3	-12%	1.0	0.4%	2
Cc1ccc(S(=O)(=O)/N=C/c2ccc(N(C)C)cc2)cc1	11	4	/	8	5	-7%	-0.6	1.2%	6
OCCn1c(Cl)nc2ccccc21	/	-7	-1	5	6	-10%	0.9	-0.1%	0
CCOC(=O)c1sc2nc(CC(=O)OC)nc(NCc3ccc(F)cc3)c2c1C	12	-1	-1	-6	6	-19%	2.3	5.0%	5
COc1cc(C2C(C#N)=C(N)N(N(C)C)C3=C2C(=O)CC(C)(C)C3)cc(OC)c1OC (configuration not stated)	-6	6	9	-8	-21	0%	-0.5	-0.3%	1

Assay outcomes (PubChem)

An excerpt; count on the stated rates, not on these rows.
